b-catenin transl – alters nuclear translocation of beta-catenin in HeLa cells; immunofluorescence imaging; nuclear translocation activity, % at 5 µM; 190,000 tested, 0.3% active; AID 1665;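 active = nuclear translocation activity above 50% at 5 µM, with a well cell count of 50 or more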;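 also: per-cell ratio of nuclear to cytoplasmic median beta-catenin stain intensity; plate controls were DMSO negative control for no effect and GSK-3 inhibitor IX positive control for full effect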
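Technique: fluorescence imaging of beta-catenin antibody stain plus DAPI / Material: human HeLa cell line / Incubation: compound treatment 24 h, 37°C, 5% CO2 / Read-out basis: % activation of per-cell nuclear versus cytoplasmic median beta-catenin signal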
Ins promoter up – MIN6 insulin promoter up-regulation; MIN6 insulin promoter-GFP reporter, high-content imaging; active compounds read high; z-score at 5 µM; 190,000 tested, 0.3% active;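 active = z-score above 3 at 5 µM with at least 500 cells counted in the well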
NOD2 inhibition – NOD2 signaling inhibitors, cell-based, luminescence, uHTS, HEK293 (AID 1566). inhibition, % at 4 µM, or EC50 in µM where a hit was titrated. HEK293 NOD2/NF-kB luciferase reporter, luminescence; higher % means a stronger effect. 290,000 tested, 0.63% active; in the data active = inhibition above about 50%; also: many of its hits are not listed in these tables
WT yeast gro inh – growth inhibition of WT yeast, mitochondrial fusion screen; 190,000 tested, 2.1% active; mitochondrial fusion phenotypic screen, WT strain; inhibition, % at 10 µM; in the data active = inhibition above about 58%; tested in S. cerevisiae
Lipid droplet – modulators of hepatic lipid droplet formation. AML12 mouse hepatocytes, oleate lipid droplets, BODIPY imaging. inhibition, % at 6.5 µM. 240,000 tested, 0.4% active. AID 1656;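 active = lipid droplet intensity inhibited by at least 50%, with more than 500 cells counted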
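Material – mouse AML12 hepatocyte cell line, fixed after treatment · Compound dosing – one dose, 6.5 µM compound · Times – compound with oleate, overnight · Measured by – Image-based BODIPY and DAPI two-channel analysis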
Dynein cargo inh – blocks dynein driven cargo transport along microtubules; 220,000 tested, 0.47% active; 3617.4 mouse cells, GR-EGFP nuclear translocation imaging; test concentration mostly 20 µM; stimulated with dexamethasone, 1 µM; active compounds read low; z-score, hits read low;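 active = plate z-score of nuclear minus cytoplasmic receptor signal below a set negative limit, without overly bright fluorescence or cell loss, cut at about -3.5 in these data, passing the limit was not always enough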;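 also: z-score of nuclear minus cytoplasmic ring GR-EGFP intensity difference per well; some compounds called inactive have numbers as strong as hits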
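Also added – dexamethasone, 1.0 µM final · Buffer or medium – tet-free, stripped-serum medium · Schedule – induction 48 h, compound 1 h, agonist 30 min · Detection – formaldehyde fixation, Hoechst nuclear stain, 10x automated fluorescence imaging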
MT stabilize HCS – microtubule stabilizers in HeLa cells. HeLa tubulin immunostaining HCS, 24 h; share of cells brighter than vehicle mean+2SD. % tubulin-high responders, % at 10 µM. 200,000 tested, 0.83% active. AID 2205;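 active = plate Z-score above 3 for both tubulin-high and condensed-nucleus cell shares, with cell loss under 80%, at 10 µM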;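 also: anti alpha tubulin signal scored within the nucleus-defined area of each cell; some results filed as inactive read as strong as hits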
Yfh1-off respiration – enhancers of respiration in Yfh1-depleted yeast, dose response, Friedreich's ataxia, plus single-dose screen (AID 1465); S. cerevisiae Yfh1-off respiration, WST-1 reduction, 72 h; higher fold induction means a stronger effect; one-dose fold induction at 50 µM; EC50 in µM for titrated hits; 220,000 tested, 0.074% active;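 active = fold induction of absorbance versus untreated yeast above a set limit, then at least 30% activation at any dose in follow-up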;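 also: activators that raise dye reduction in frataxin-depleted yeast; strong numbers were not always called active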
Autophagy mod – autophagy modulation, high-content screen | calls only at 10 µM (by protocol) | MEF GFP-LC3 puncta imaging; test concentration mostly 10 µM | 190,000 tested, 0.98% active;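 active = percentage of spot-positive cells more than 3 SD above its plate mean, without a fluorescence outlier flag or 80% toxicity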;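 also: spot-positive cell cutoff set from DMSO-treated cells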
WT yeast gro inh mutant strain – also measured in WT yeast gro inh; calls as there; inhibition, %; mitochondrial fusion phenotypic screen, mutant strain inhibition
Dynein cargo inh cytoplasmic EGFP – also measured in Dynein cargo inh; calls as there; z-score; measured here: cytoplasmic GR-EGFP intensity; active compounds read high
Dynein cargo inh nuclear GR-EGFP – recorded beside Dynein cargo inh, whose call it bears; z-score; measured here: nuclear GR-EGFP intensity;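 lower value marks the stronger effect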
Dynein cargo inh cell count – second read-out of Dynein cargo inh, no call of its own (marks repeat the call); z-score; measured here: cell count per field
Ins promoter up cell count – recorded beside Ins promoter up, whose call it bears; cell count; measured here: cytotoxicity, nuclei count;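 total cells summed across four imaged fields per well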
Lipid droplet cells 6.5 µM – further read-out of Lipid droplet, marked with its call; cell count; measured here: cell count, cytotoxicity flag;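 cells counted across two imaged fields per well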
b-catenin transl cell count 5 µM – further read-out of b-catenin transl, marked with its call; cell count; measured here: cell count, cytotoxicity flag
MT stabilize HCS Hoechst-high % – also measured in MT stabilize HCS; calls as there; % Hoechst-high responders; measured here: nuclear condensation Hoechst responders;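 share of cells brighter than vehicle mean plus two SD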
MT stabilize HCS cytotoxicity % – further read-out of MT stabilize HCS, marked with its call; toxicity, %; measured here: cytotoxicity by cell density;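 0% = mean cell density of plate MIN control wells and 100% = no cells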
Autophagy mod cell loss 18 h – also measured in Autophagy mod; calls as there; toxicity, %; measured here: cell loss, nuclei count;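 cell loss after 18 h compound exposure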
The depositor's hits bear a star; i = inactive; · = not tested or not shown; & = joins results of further samples. This is a subset; the hit share may differ from the screen's.

no.	mol	b-catenin transl	b-catenin transl cell count 5 µM	Ins promoter up	Ins promoter up cell count	NOD2 inhibition	WT yeast gro inh	WT yeast gro inh mutant strain	Lipid droplet	Lipid droplet cells 6.5 µM	Dynein cargo inh	Dynein cargo inh cytoplasmic EGFP	Dynein cargo inh nuclear GR-EGFP	Dynein cargo inh cell count	MT stabilize HCS	MT stabilize HCS Hoechst-high %	MT stabilize HCS cytotoxicity %	Yfh1-off respiration	Autophagy mod	Autophagy mod cell loss 18 h
1	COc1ccc(Cn2nnnc2C(c2cc3ccc(OC)cc3[nH]c2=O)N2CCC(C)CC2)cc1 (stereo not drawn)	-3.0	1117	·	·	8%	-4	-16	4	806	-0.16	-0.12	-0.027	-0.18	2.5	1.3	9.0	i	i	-8
2	O=C(c1ccc(F)cc1)N1CCC(O)(c2cccnc2)CC1	-4.7	1035	-0.44	1426	5%	·	·	·	·	-0.76	-0.2	-0.37	0.59	1.8	2.5	9.7	i	i	-18
3	NCCCN1CCOCC1	·	·	·	·	-7%	-17	-24	2	792	0.63	0.67	0.6	-0.15	2.9	1.6	11	i	i	-4
4	Cc1cccc(OC(C)C(=O)N2CCCc3ccccc32)c1 (stereo not drawn)	0.4	1008	-0.11	1347	-30%	-4	2	-48	622	-0.023	-0.2	0.36	-0.65	2.4	2.1	11	i	i	11
5	Cc1cc(NS(=O)(=O)c2ccc(NC(=S)NC(=O)c3cccnc3)cc2)no1	-2.7	1032	-0.05	1301	-13%	-15	-16	46	689	-0.44	-0.35	-0.042	0.46	2.8	2.3	11	i	i	-4
6	CNC(=O)c1ccsc1NC(=O)c1ccc(Cl)s1	·	·	0.04	1017	-18%	19	19	·	·	-0.44	-0.18	-0.071	-0.17	1.7	4.0	7.1	i	i	5
7	COc1ccc(CC(=O)NC(C)c2nnc(SCCOc3ccc(OC)cc3)n2C)cc1 (stereo not drawn)	·	·	-0.78	917	17%	-10	11	13	744	2.7	-0.11	1.8	-1.6	3.3	1.4	7.0	i	i	-2
8	CC1CC(C)CN(C(=O)Cn2c(-c3nonc3N)nc3ccccc32)C1 (stereo not drawn)	-1.0	1152	·	·	9%	-24	-4	-5	699	0.54	-0.23	0.17	0.51	4.7	1.6	5.2	i	i	6
9	O=C(Nc1ccc(S(=O)(=O)N2CCOCC2)cc1)c1ccco1	·	·	0.46	1320	5%	-7	-11	12	696	-1.3	-0.28	-0.7	1.2	2.6	2.7	24	i	i	7
10	C=CCOC(=O)C1=C[C@@H](c2ccc(Br)cc2)C[C@@H](OCc2ccc(CO)cc2)O1	-1.6	1193	-0.13	1224	0%	46	4	3	716	-1.2	-0.24	-0.32	0.24	2.6	2.4	9.5	i	i	-10
11	COc1ccccc1/C=N/OC(=O)c1ccc(F)cc1	1.8	1047	0.33	1371	6%	5	-14	-2	736	-0.14	-0.28	0.058	0.1	3.9	1.6	4.1	i	i	18
12	COCCCC/C(=N\OCCN)c1ccc(C(F)(F)F)cc1	-3.4&0.3&-0.4	541&1076&1079	0.34&0.03	1461&730	-8%&-13%&-6%	28&13	-13&14	2&5&0	709&622&703	-0.041&0.36	-0.23&-0.7	0.17&0.64	0.57&-1.2	3.5	2.0	13	i	i	15
13	Cc1cc(NCCOCCO)n2ncc(-c3ccc(Cl)cc3)c2n1	·	·	-0.43	1205	-172%	-4	-3	·	·	0.76	-0.24	0.42	0.8	4.7	3.0	3.6	i	i	6
14	Cc1cccc(CCNC(=O)c2nnc(Cc3ccc(Cl)cc3)o2)c1	0.6	596	0.2	1378	15%	13	7	-12	732	-0.87	-0.22	0.11	0.98	4.7	1.7	6.1	·	i	1
15	CCc1nnc(NC(=O)/C=C/c2ccco2)s1	-2.6	1137	-0.04	1432	-15%	6	-10	-16	670	0.22	-0.27	0.59	0.15	3.9	2.0	1.8	i	i	4
16	COc1ccccc1OCc1csc(N)n1	1.1	1013	-0.06	1037	7%	-12	-18	-2	668	0.15	0.064	-0.23	-0.46	4.0	3.3	13	i	i	-18
17	CCCS(=O)(=O)C/C(N)=N/OC(=O)c1ccccc1Cl	-0.2	1318	-0.16	1170	-2%	·	·	-1	685	0.16	-0.19	0.62	-0.45	·	·	·	i	·	·
18	O=C(COC(=O)c1cnccn1)NCCc1ccccc1	-1.6	868	0.66	1498	7%	6	-16	·	·	-1.3	-0.22	-0.88	1.4	2.7	1.7	9.7	i	i	-4
19	Cc1[nH]c2c(Cl)cccc2c(=O)c1CN1CCCC1	·	·	-0.43	1219	7%	-5	12	-18	679	-0.45	-0.21	-0.0093	-0.024	7.7	2.0	7.7	·	i	-10
20	CCOc1ccc(NC(=O)CSCC(=O)O)cc1	3.2	972	0.89	805	7%	-37	5	-1	792	0.32	0.016	0.74	-1.5	1.0	1.1	5.7	i	i	5

(listing goes on)
Order of results: b-catenin transl, b-catenin transl cell count 5 µM, Ins promoter up, Ins promoter up cell count, NOD2 inhibition, WT yeast gro inh, WT yeast gro inh mutant strain, Lipid droplet, Lipid droplet cells 6.5 µM, Dynein cargo inh, Dynein cargo inh cytoplasmic EGFP, Dynein cargo inh nuclear GR-EGFP, Dynein cargo inh cell count, MT stabilize HCS, MT stabilize HCS Hoechst-high %, MT stabilize HCS cytotoxicity %, Yfh1-off respiration, Autophagy mod, Autophagy mod cell loss 18 h
[21] CN(CC(=O)OCC(N)=O)S(=O)(=O)c1ccc(Cl)cc1
    -1.4, 1060, 0.48, 1295, 16%, -9, 6, 0, 691, 0.85, -0.072, 0.68, -0.99, 3.1, 4.1, 7.9, i, i, -1
[22] CC(=O)N1CCN(c2ccc(NCc3ccc(C(C)C)cc3)cc2)CC1
    -3.4, 778, -1.2, 910, 15%, 3, 11, ·, ·, 0.46, -0.2, 0.48, -0.5, 4.0, 2.2, 11, i, i, -12
[23] NC(=S)N1CCCc2ccccc21
    -1.1, 1310, -0.29, 1052, 11%, ·, ·, -3, 809, 0.73, -0.18, 0.22, -2.1, ·, ·, ·, i, ·, ·
[24] COC(=O)c1ccn(-c2nc(-c3ccco3)cc(C(F)(F)F)n2)n1
    2.0, 1060, ·, ·, 8%, 5, 1, 1, 742, -0.025, -0.34, 0.11, 0.44, 1.9, 1.3, 8.4, i, i, 3
[25] Cc1cc(Cl)ccc1N=C1N=C(N)c2ccccc21
    3.0, 991, -0.1, 1370, 11%, -3, -10, -24, 662, 0.48, -0.23, 0.43, -0.48, 3.8, 2.0, 3.6, i, i, 1
[26] c1ccc2c(c1)oc1c(Nc3ccc4c(c3)OCCO4)ncnc12
    0.1, 1286, -0.03, 1624, -203%, -3, 3, ·, ·, -0.69, 0.066, -0.43, 0.93, 1.7, 1.2, 8.1, i, i, 36

Compounds shown so far containing a Cl atom:
Order of results: b-catenin transl, b-catenin transl cell count 5 µM, Ins promoter up, Ins promoter up cell count, NOD2 inhibition, WT yeast gro inh, WT yeast gro inh mutant strain, Lipid droplet, Lipid droplet cells 6.5 µM, Dynein cargo inh, Dynein cargo inh cytoplasmic EGFP, Dynein cargo inh nuclear GR-EGFP, Dynein cargo inh cell count, MT stabilize HCS, MT stabilize HCS Hoechst-high %, MT stabilize HCS cytotoxicity %, Yfh1-off respiration, Autophagy mod, Autophagy mod cell loss 18 h
[6] CNC(=O)c1ccsc1NC(=O)c1ccc(Cl)s1
    ·, ·, 0.04, 1017, -18%, 19, 19, ·, ·, -0.44, -0.18, -0.071, -0.17, 1.7, 4.0, 7.1, i, i, 5
[13] Cc1cc(NCCOCCO)n2ncc(-c3ccc(Cl)cc3)c2n1
    ·, ·, -0.43, 1205, -172%, -4, -3, ·, ·, 0.76, -0.24, 0.42, 0.8, 4.7, 3.0, 3.6, i, i, 6
[14] Cc1cccc(CCNC(=O)c2nnc(Cc3ccc(Cl)cc3)o2)c1
    0.6, 596, 0.2, 1378, 15%, 13, 7, -12, 732, -0.87, -0.22, 0.11, 0.98, 4.7, 1.7, 6.1, ·, i, 1
[17] CCCS(=O)(=O)C/C(N)=N/OC(=O)c1ccccc1Cl
    -0.2, 1318, -0.16, 1170, -2%, ·, ·, -1, 685, 0.16, -0.19, 0.62, -0.45, ·, ·, ·, i, ·, ·
[19] Cc1[nH]c2c(Cl)cccc2c(=O)c1CN1CCCC1
    ·, ·, -0.43, 1219, 7%, -5, 12, -18, 679, -0.45, -0.21, -0.0093, -0.024, 7.7, 2.0, 7.7, ·, i, -10
[21] CN(CC(=O)OCC(N)=O)S(=O)(=O)c1ccc(Cl)cc1
    -1.4, 1060, 0.48, 1295, 16%, -9, 6, 0, 691, 0.85, -0.072, 0.68, -0.99, 3.1, 4.1, 7.9, i, i, -1
[25] Cc1cc(Cl)ccc1N=C1N=C(N)c2ccccc21
    3.0, 991, -0.1, 1370, 11%, -3, -10, -24, 662, 0.48, -0.23, 0.43, -0.48, 3.8, 2.0, 3.6, i, i, 1

Screens as filed in PubChem BioAssay.
